Source: PubChem BioAssay (National Center for Advancing Translational Sciences (NCATS))
KCNH2 WT inh: qHTS for Inhibitors of KCHN2 3.1: Wildtype qHTS. activity change, % at 1.84 µM. AID 720551, 2013. Voltage-gated inwardly rectifying potassium channel KCNH2 (Homo sapiens), Q12809. hit rate 0.37% among 340,000. U2OS, BacMam KCNH2, thallium flux FluxOr; hits give low values;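 active = maximum activity change below -70%; inconclusive = maximum activity change between -70% and -50%; inactive = maximum activity change above -50%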
Target sequence (Q12809 whole entry, looked up): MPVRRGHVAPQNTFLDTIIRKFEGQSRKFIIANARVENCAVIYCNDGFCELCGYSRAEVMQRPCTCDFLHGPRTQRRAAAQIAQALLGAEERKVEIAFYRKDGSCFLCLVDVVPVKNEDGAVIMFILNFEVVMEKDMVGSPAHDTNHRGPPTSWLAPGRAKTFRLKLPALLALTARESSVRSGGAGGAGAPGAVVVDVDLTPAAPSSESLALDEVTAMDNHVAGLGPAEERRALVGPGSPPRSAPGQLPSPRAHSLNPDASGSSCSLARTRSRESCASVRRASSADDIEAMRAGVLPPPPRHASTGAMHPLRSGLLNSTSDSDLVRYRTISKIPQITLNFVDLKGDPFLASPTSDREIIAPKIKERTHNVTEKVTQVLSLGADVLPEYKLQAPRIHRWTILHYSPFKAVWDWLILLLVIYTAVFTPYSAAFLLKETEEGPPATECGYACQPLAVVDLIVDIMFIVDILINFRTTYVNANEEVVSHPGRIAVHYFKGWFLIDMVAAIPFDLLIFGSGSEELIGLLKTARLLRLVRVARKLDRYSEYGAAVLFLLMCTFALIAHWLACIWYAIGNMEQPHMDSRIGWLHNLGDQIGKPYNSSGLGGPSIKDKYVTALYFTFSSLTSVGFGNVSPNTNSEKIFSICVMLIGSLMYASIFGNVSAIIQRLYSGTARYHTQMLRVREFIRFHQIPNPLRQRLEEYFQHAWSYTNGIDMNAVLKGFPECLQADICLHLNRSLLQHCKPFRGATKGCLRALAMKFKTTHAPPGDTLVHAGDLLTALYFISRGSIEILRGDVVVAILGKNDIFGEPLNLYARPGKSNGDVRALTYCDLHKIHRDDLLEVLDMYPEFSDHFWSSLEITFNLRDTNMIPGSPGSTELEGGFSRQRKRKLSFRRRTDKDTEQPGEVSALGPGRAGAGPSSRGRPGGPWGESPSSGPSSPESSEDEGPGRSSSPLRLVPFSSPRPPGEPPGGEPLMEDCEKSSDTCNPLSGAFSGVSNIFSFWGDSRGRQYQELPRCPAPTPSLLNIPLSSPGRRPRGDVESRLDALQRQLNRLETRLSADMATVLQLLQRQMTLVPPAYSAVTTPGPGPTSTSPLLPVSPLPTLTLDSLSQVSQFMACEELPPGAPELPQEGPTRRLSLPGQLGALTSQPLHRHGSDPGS
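U2OS cells transduced with wild-type KCNH2 virus are loaded with FluxOr dye for 45 min, and thallium flux is measured in kinetic reads before and after stimulation buffer. Rate constants are normalized to DMSO controls.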
Chronic BCR inh: qHTS Assay to Find Inhibitors of Chronic Active B-Cell Receptor Signaling; ABC-DLBCL IkBa-CBG/CBR reporter, luminescence ratio, 4 h; Potency, µM (top dose mostly 46.1 µM), without a hit: top-dose ratio change, negative = lower green/red ratio, usual class: inhibitors; hit rate 0.05% among 340,000; AID 493014, 2011; active = well fitted inhibition curve with a large enough effect in the signal ratio, with a control signal flat, not every such curve was filed as active; inconclusive = small, poorly fitted or top-dose-only effect, or effect the other way, or a change in a side signal; the % refers to the signal ratio;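 also: potency is read from the fitted curve at half-maximal effect; plate controls were basal doxycycline-induced cells for no effect and cells given 10 µM MG132 for full effect; MG132 reads +100%, hits lower the ratio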
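Compounds up to 46 uM were incubated four hours with TMD8 cells whose green CBG68 luciferase is fused to IkappaBalpha; red CBR luminescence normalised the signal, and concentration-effect curves were fitted to fusion, red and ratio data.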
Giardia kill: Small Molecules that selectively kill Giardia lamblia: qHTS. AID 540267, 2011. hit rate 0.15% among 340,000. activity change, % at 7.66 µM, hits read low. Giardia lamblia trophozoite viability; in the data active = activity change below about -80%; inconclusive = between about -30% and that limit;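 also: parasites exposed to compound for two days anaerobically before the ATP read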
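Media and compound were dispensed first, then trophozoites at 100 cells/well; plates sat 48 hrs at 37 deg C without oxygen before ATP luminescence reagent was added and read after 15-30 min at room temperature.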
KCNH2 3.1 block: qHTS for Inhibitors of KCHN2 3.1: Mutant qHTS; hit rate 0.95% among 340,000; activity change, % (tested at about 1.8 µM); U2OS KCNH2 3.1, thallium flux FluxOr; hits give low values; Potassium voltage-gated channel subfamily H member 2, brain isoform KCNH2 3.1 (human);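 active = maximum activity change below -70%; inconclusive = maximum activity change from -70% to -50%; inactive = maximum activity change above -50%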;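 also: thallium influx rate constant from kinetic fluorescence after stimulation buffer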
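We transduce U2OS cells with the mutant 3.1 virus, culture them overnight, load FluxOr with Red40 quencher for 45 min, then add stimulation buffer and read kinetically for 2 min to derive a normalized rate constant.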
FBPA coupling cs: qHTS Assay for Inhibitors of Fructose-1,6-bisphosphate Aldolase from Giardia Lamblia: Coupling assay counterscreen; coupling enzyme system counterscreen, AmpLite Red fluorescence; activity change, negative = inhibition, % at 58.2 µM, hits read low; hit rate 0.67% among 290,000; in the data active = activity change below about -30%
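Final compound at 57.5 uM, incubated 10 min at RT with coupling enzyme reagent (glyceraldehyde-3-phosphate), then 20 min with substrate and AmpLite Red detection. Fluorescence read at 525/598 nm; tests interference with the coupling assay, not aldolase inhibition.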
GALK inhibitor: qHTS Assay for Inhibitors of Human Galactokinase (GALK); Potency, µM (titrated, usually from 57.5 µM), for inactives: at the top dose activity change, negative = inhibition, most hits filed as inhibitors; hit rate 0.007% among 270,000; AID 1868, 2009; Purified GALK, Kinase-Glo residual ATP luminescence; also: potency is read from the fitted curve at half-maximal effect
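ATP-depletion format; final 35 uM ATP, 100 uM D-galactose, 5 nM enzyme; pH 8.0 HEPES/Mg2+ buffer; 60 min RT; luminescence read 10 min after detection reagent.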
Eya2 phos inh: qHTS Assay for Inhibitors of the Phosphatase Activity of Eya2; Potency, µM (series often up to 76.9 µM), inactives show top-dose activity, negative = inhibition, hits mostly inhibitors; Protein phosphatase EYA2 (Homo sapiens), O00167; AID 488837, 2010; hit rate 0.006% among 330,000; recombinant Eya2, OMFP fluorescence dephosphorylation (OMFP is methylfluorescein phosphate); also: potency is read from the fitted curve at half-maximal effect
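Eya2 protein (added as 0.2 uM solution) was preincubated with compound for 10 min at ambient temperature in 50 mM HEPES pH 7.5, 50 mM NaCl, 5 uM MgCl2, 0.05% BSA, 1 mM DTT. OMFP (added at 50 uM) then reacted 10 min; fluorescence read at 485/525 nm.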
B2AR arrestin: qHTS assay of beta-arrestin-biased ligands of beta2-adrenergic receptor; beta-arrestin recruitment to beta2AR, cell-based reporter; Potency, µM (doses to about 46.1 µM), for the others: top-dose activation, usual class: activators; hit rate 0.02% among 330,000; AID 492947, 2010;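 also: potency is read from the fitted curve at half-maximal effect; 0% = DMSO controls and full agonism = EC100 isoproterenol or metaproterenol; nearly all actives have a fitted effect of over 65% in size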
USP2a block: qHTS Assay for Inhibitors of Ubiquitin-specific Protease USP2a Using CHOP2 as the Reporter; USP2 core, Ub-CHOP2 coupled fluorogenic reporter, 485/531; Potency, µM (series often up to 38.3 µM), for the others: at the top dose activity change, negative = inhibition, most hits filed as inhibitors; hit rate 0.01% among 330,000;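 also: potency is read from the fitted curve at half-maximal effect; plate controls were DMSO wells for no effect and full inhibition by NEM control for full effect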
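USP2 core (10nM final) preincubated 30min RT with compound in 20mM Tris-HCl pH 8.0, 2mM CaCl2, 2mM beta-mercaptoethanol, 0.05% CHAPS; 25nM Ub-CHOP2 plus 25nM reporter substrate added, fluorescence (Ex485/Em531) read after 60min.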
PKM2 activator: qHTS Assay for Activators of Human Muscle isoform 2 Pyruvate Kinase | Pyruvate kinase PKM (Homo sapiens), P14618 | purified PKM2, Kinase-Glo ATP luminescence, activation; response scale: 0% is enzyme alone, no compound | Potency, µM (highest dose often 57.5 µM), inactives show at the highest dose activation, hits mostly activators | hit rate 0.34% among 260,000 | AID 1631, 2009; also: potency is read from the fitted curve at half-maximal effect; nearly all actives have a fitted effect of over 55% in size
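hPK-M2, >95% pure; 0.1 mM ADP / 0.5 mM PEP final; imidazole pH7.2 buffer w/ 7 mM MgCl2, 50 mM KCl; 1 h RT; Kinase-Glo lum. Intermediate enzyme activity for dual inhibitor/activator qHTS.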
uPA generation: qHTS for Inhibitors of Cell Surface uPA Generation. cell surface uPA generation assay, qHTS. Potency, µM (series often up to 38.3 µM), for the others: at the highest dose activity change, negative = inhibition, actives largely listed as inhibitors. hit rate 0.31% among 330,000. AID 540303, 2011; active = well fitted inhibition curve with a large enough effect; inconclusive = small, poorly fitted or top-dose-only effect; inactive = no such curve, though single readings can be large or run the other way; tested in mouse RAW 264.7 cells; also: potency is read from the fitted curve at half-maximal effect; nearly all actives have a fitted effect of over 55% in size
Numbers without * were called inactive; ? = inconclusive; . = no result given; & = joins results of further samples; [ ] = another dose, or the depositor's remark. Unless noted, calls follow the shape of the dose curve; as a rule, active = well fitted curve in the direction sought with a large enough effect; inconclusive = small, poorly fitted or top-dose-only effect, or another doubt; inactive = no such curve, though single readings can be large; an effect the other way counts as inactive or inconclusive. Unless noted, % is scaled to controls: 0 for no effect and ±100 for the full control effect.

SMILES	KCNH2 WT inh	Chronic BCR inh	Giardia kill	KCNH2 3.1 block	FBPA coupling cs	GALK inhibitor	Eya2 phos inh	B2AR arrestin	USP2a block	PKM2 activator	uPA generation
N#Cc1c(NC(=O)CSc2nc3ccccc3s2)sc2c1CCCC2	-21	-1%	-5	-6	-1	0%	-6%	-0.8%	0%	-4%	4%
CCN(CC)C(=O)c1nc[nH]c1C(=O)N1CCN(C(=O)OC(C)(C)C)CC1	.	8%	2	.	.	.	3%	-0.5%	1%	.	12%
Oc1ccccc1C1N=C(c2ccccc2)NC(c2ccccc2)=N1	2	?	-6	-6	1	0%	-1%	14%	-2%	-14%	-1%
Cc1ccccc1C(=O)NC1CCS(=O)(=O)C1 (configuration not stated)	-6	3%	19	8	-5	-4%	2%	-0.2%	-1%	-4%	0%
Cc1cccc(Nc2ccc(S(=O)(=O)N3CCOCC3)cc2[N+](=O)[O-])c1	0	0%	37[activator]	-4	.	.	-14%	0.1%	0%	.	1%
CCCCNC(=O)Nc1c(C)cc(SC#N)cc1C	-4	0%	8	-13	1	-3%	6%	-0.8%	3%	1%	-22%
Nc1nn(-c2ccccc2)c(N)c1N=Nc1ccc2c(c1)OCO2	-10	?	8	-9	-2	1%	0%	-0.1%	0%	2%	-3%
C[C@@H]1NC(=O)/C(=C\c2ccccc2Br)NC1=O	0	-1%	9	1	0	6%	1%	-1.0%	1%	.	1%
O=C(Nc1ccccc1C(=O)O)c1cccc(NC(=O)c2ccc(Br)o2)c1	6	?	15	20	6	-1%	-14%	0.0%	-1%	-3%	-4%
CC(=O)N1N=C(c2ccc3ccccc3c2)OC12CCCC2	0	?	7	-4	1	.	?	-0.5%	-3%	?	2%
Cc1ccc(-c2cc(C(=O)N3CCCc4ccccc43)no2)cc1	-20	-4%	11	-4	4	-2%	1%	0.1%	1%	7%	-7%
Cc1cc(NS(=O)(=O)c2ccc(NC(=O)COc3ccc(Cl)cc3Cl)cc2)no1	7	4%	4	-13	.	-4%	-2%	-1.1%	4%	1%	1%
CC/C(=N\NC(=S)Nc1cccc(C)c1)c1ccccc1	7	?	-7	0	-4	-1%	-5%	-0.4%	-7%	-2%	2%
O=C(Cn1cnc(S(=O)(=O)N2CCCC2)c1)Nc1cccc(Br)c1	-9	-11%	24	10	.	0%	-8%	0.4%	5%	.	-4%
CC(Sc1nnc(CN2CCCC2)n1Cc1ccccc1)C(=O)Nc1ccccc1 (configuration not stated)	13	2%	29	9	.	.	-12%	0.1%	-4%	.	8%
CC(C)Nc1nc(NC(C)C)nc(N(C)n2cnnc2)n1	4	3%	6	0	3	5%	-5%	-0.8%	0%	1%	0%
CC(=O)Nc1ccc(NC(=O)c2cc(-n3cnnc3)ccc2Cl)cc1	1	2%	?	-3	1	-2%	12%	0.0%	0%	-8%	10%
COC(CN(C)C(=O)C1CCCN(S(=O)(=O)c2ccc3c(c2)oc(=O)n3C)C1)OC (configuration not stated)	-8	8%	10	-2	-1	9%	-5%	-0.1%	-1%	0%[0.46 µM]	-4%
C=CCn1cc(C(=O)NCC2CCCO2)c(=O)c2cc(S(=O)(=O)N3CCCCCC3)ccc21 (configuration not stated)	8	2%	13	8	6	2%	6%	-0.7%	-1%	-4%	-9%
CC(=O)c1ccc(NC(=O)c2ccn[nH]2)cc1	4	-20%	-26	2	3	7%	9%	-0.2%	0%	-31%	-9%
COc1ccc(C2=NC(C(F)(F)F)(C(F)(F)F)c3c(n(C)c(=O)n(C)c3=O)N2)cc1	2	?	-6	18	0	-2%	8%	0.4%	2%	-11%	0%
Nc1nnc(CCCCc2cccs2)o1	-1	1%	-21	-6	3	2%	23%	0.0%	-1%	3%	2%
O=C(CCNc1n[nH]c(=O)[nH]c1=O)N/N=C/c1ccc(Cl)cc1	-1	?	?	-1	1	1%	-8%	0.4%	2%	9%	-12%
CN(CC(=O)NCc1ccc(Cl)cc1)S(=O)(=O)c1cccs1	1	-9%	1	9	-2	-1%	-16%	-0.1%	-3%	0%	-11%
Cc1nn2c(nc1=O)NNC2(C)C(C)(C)C (configuration not stated)	-3	?	-7	1	0	1%	12%	?	2%	-4%	5%

Part of the list above, reformatted.
> CC(=O)N1N=C(c2ccc3ccccc3c2)OC12CCCC2
  KCNH2 WT inh: 0; Chronic BCR inh: ?; Giardia kill: 7; KCNH2 3.1 block: -4; FBPA coupling cs: 1; GALK inhibitor: .; Eya2 phos inh: ?; B2AR arrestin: -0.5%; USP2a block: -3%; PKM2 activator: ?; uPA generation: 2%
> Cc1ccc(-c2cc(C(=O)N3CCCc4ccccc43)no2)cc1
  KCNH2 WT inh: -20; Chronic BCR inh: -4%; Giardia kill: 11; KCNH2 3.1 block: -4; FBPA coupling cs: 4; GALK inhibitor: -2%; Eya2 phos inh: 1%; B2AR arrestin: 0.1%; USP2a block: 1%; PKM2 activator: 7%; uPA generation: -7%
> Cc1cc(NS(=O)(=O)c2ccc(NC(=O)COc3ccc(Cl)cc3Cl)cc2)no1
  KCNH2 WT inh: 7; Chronic BCR inh: 4%; Giardia kill: 4; KCNH2 3.1 block: -13; FBPA coupling cs: .; GALK inhibitor: -4%; Eya2 phos inh: -2%; B2AR arrestin: -1.1%; USP2a block: 4%; PKM2 activator: 1%; uPA generation: 1%

(next part)
SMILES	KCNH2 WT inh	Chronic BCR inh	Giardia kill	KCNH2 3.1 block	FBPA coupling cs	GALK inhibitor	Eya2 phos inh	B2AR arrestin	USP2a block	PKM2 activator	uPA generation
Cc1ccc2c(c1)c1nc3ccccc3nc1n2C	1	5%	?	0	-4	-1%	?	-0.6%	0%	4%	-15%
Cc1ccc(N2C(=O)CC(Cn3nc(C)cc3C)C2=O)cc1 (configuration not stated)	1	5%	-13	-5	0	0%	7%	0.4%	0%	2%	0%
CCn1c(COc2ccccc2)nnc1SCC(=O)NC1CC1	3	-1%	18	14	.	3%	2%	-0.7%	4%	-6%	-2%
CC(=O)Nc1cc(NC(C)=O)cc(C(=O)OCC(=O)N(c2ccccc2)C2CCS(=O)(=O)C2)c1 (configuration not stated)	-9	?	1	13	.	.	-13%	0.3%	1%	.	-8%
COc1ccc(NC(=O)c2sc(NC(=O)C3CC3)nc2C)cc1	-3	?	5	-2	1	-3%	2%	0.1%	0%	-1%	-24%
NC(=O)CSc1nc(-c2ccccc2Cl)ns1	8	?	-3	11	0	0%	-19%	-0.3%	1%	-5%	0%
c1ccc(-c2[nH]ncc2-c2nc3ccccc3[nH]2)cc1	-7	?	0	-3	2	-4%	-4%	0.1%	-1%	-4%	-4%
Cc1nc2ccccc2c(=O)n1N(c1ccccc1)c1ccccc1	-2	0%	-24	4	1	-2%	-4%	-0.1%	2%	8%	8%
O=C(O)c1ccc(-c2ccccc2C(F)(F)F)o1	17	0%	-6	3	3	-3%	14%	-0.2%	-2%	3%	8%
O=C(NCCCc1ccncc1)C1CCC(=O)N(Cc2cccc(C(F)(F)F)c2)C1 (configuration not stated)	-7	5%	3	13	.	-4%	-10%	-0.3%	1%	.	-2%
CSc1ccccc1NC(=O)c1noc2c1CCC2	4	?	7	-2	-13	1%	5%	-0.1%	-2%	31%	.
Cc1nc2ccccc2c(=O)n1NC(=O)c1c(O)c2ccccc2n(C)c1=O	.	4%	.	.	3	-3%	-3%	0.1%	-1%	0%	.
O=S(=O)(NCc1nnc2c(C(F)(F)F)cc(Cl)cn12)c1ccccc1	-8	0%	-19	-1	.	2%	12%	-0.3%	-2%	.	0%
COc1cccc(CNC(=O)c2ccc(N3CCOCC3)c([N+](=O)[O-])c2)c1	-11	4%	9	-9	-2	2%	-4%	0.1%	0%	.	2%
Cc1ccc(C(=O)Nc2nc(=O)[nH]s2)cc1	-2&3	14%&4%	1&-25	-1&-1	3&4	1%&0%	-28%&6%	0.4%&-0.1%	11%&1%	4%&-7%	-5%&-4%
NC(=O)CCS(=O)(=O)c1ccccc1	-2	-1%	-11	16	0	4%	0%	-0.1%	0%	-10%	14%

No enrichment for hits (roughly 2.4% active in at least one column).
